PABP1 MLLE inh = inhibitors of PABP1 MLLE–PAM2 peptide binding, primary screen, biochemical, fluorescence polarization, FITC-PAM2, GST-MLLE; inhibition, % at 20 µM; 360,000 tested, 0.36% active; AID 588489, 2011; in the data active = inhibition above about 35%, passing the limit was not always enough;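 also: plate controls were DMSO wells with GST-MLLE for no effect and wells lacking GST-MLLE protein for full effect; some results filed as inactive read as strong as hits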
Neddyl block = inhibitors of cullin neddylation, primary screen, biochemical, TR-FRET, uHTS, NAE and Ubc12 | 360,000 tested, 0.58% active | calls only at 25 µM | AID 651699, 2012; in the data active = inhibition above about 36%
SKN-1 inh = suppressors of acrylamide-induced Pgst-4::GFP reporter in worms, primary screen, SKN-1 inhibitor project, whole organism, uHTS, GFP/RFP fluorescence ratio, strain VP596 | C. elegans VP596 Pgst-4::GFP/RFP ratio, 24 h | inhibition, % at 21.8 µM | 360,000 tested, 0.49% active | AID 624304, 2012;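 active = interference check ratio from 0.5 to 1.5 plus GFP to RFP signal ratio inhibition reaching or exceeding a fixed threshold, cut at about 30% in these data, passing the limit was not always enough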; also: some compounds called inactive have numbers as strong as hits
CSN deneddyl inh = inhibitors of CSN-mediated cullin deneddylation, primary screen, biochemical, fluorescence polarization, uHTS; AID 651999, 2013; inhibition, % at 12.5 µM; Purified CSN, SCF-Nedd8-OG deneddylation; 360,000 tested, 0.38% active;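 active = pattern-corrected inhibition above about 35%, with an unprinted fluorescence ratio check between 0.5 and 1.5, limit read from the data, passing the limit was not always enough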;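 also: 0% = enzyme with substrate and 100% = substrate without enzyme; some results filed as inactive read as strong as hits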
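Detection – fluorescence polarization · System – HEK293T-derived human Csn5 enzyme · Controls – substrate-only high control, full reaction low control · Timing – 90 min, room temperature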
MT1-MMP act inh = blockers of MT1-MMP proenzyme processing, primary screen, HT1080 RFP-PRO-GFP cells, GFP/RFP fluorescence. 360,000 tested, 0.061% active. Matrix metalloproteinase-14 (Homo sapiens), P50281. GFP/RFP ratio change, % at 20 µM. AID 651647, 2012. GFP/RFP ratio fluorescence, overnight; percent of plate control window, DMSO zero;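 active = GFP/RFP ratio change of at least 30% with cell ATP level not reduced by more than half and red fluorescence within 50% of control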; also: strong numbers were not always called active
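Material: RFP-PRO-GFP reporter HT1080 cells. Dosing: single-point 20 µM compound, 1% DMSO. Controls: DMSO and RFP-L50D-GFP cell wells. Timing: cells overnight before dosing, compound overnight, 37 °C, 5% CO2. Measure: GFP/RFP fluorescence ratio.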
Rin1 Abl inh = inhibitors of Rin1-Abl protein binding, primary screen, biochemical, TR-FRET; Tyrosine-protein kinase ABL1 (Homo sapiens) + Ras and Rab interactor 1 (Homo sapiens), …; inhibition, % at 7.35 µM; 360,000 tested, 0.4% active; AID 588664, 2011; in the data active = inhibition above about 5%, passing the limit was not always enough
Rpn11 block = Rpn11 (PSMD14) deubiquitinase inhibitors, primary screen, biochemical, fluorescence polarization, uHTS; human 26S proteasome, Ub4-pepOG fluorescence polarization; 20S core pre-blocked with epoxomicin; calls only at 20 µM; 360,000 tested, 0.59% active; 26S proteasome non-ATPase regulatory subunit 14 (Homo sapiens), O00487;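 active = inhibition at 20 µM, scaled to each plate's controls, above about 33%, limit read from the data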
FAS-TE inh = FAS thioesterase domain inhibitors, primary screen, biochemical, fluorescence intensity, uHTS; 360,000 tested, 0.67% active; inhibition, % at 15 µM; recombinant FAS-TE, OMFH fluorogenic substrate, fluorescence endpoint;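 active = compounds whose normalised, plate-corrected inhibition of enzyme fluorescence in the single-dose primary screen is 50% or more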;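 also: 0% = DMSO with enzyme and 100% = substrate without enzyme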
NadD inh = inhibitors of S. aureus NadD, primary screen, biochemical, colorimetric, uHTS; AID 602399, 2012; purified NadD enzyme, colorimetric absorbance read-out; 360,000 tested, 0.78% active; inhibition, % at 20 µM; in the data active = inhibition above about 26%; also: some compounds past the cut are filed as inactive
Active calls of the source: *; i = inactive; nt = not tested or not shown; + = active, no number.

Short keys: A = PABP1 MLLE inh; B = Neddyl block; C = SKN-1 inh; D = CSN deneddyl inh; E = MT1-MMP act inh; F = Rin1 Abl inh; G = Rpn11 block; H = FAS-TE inh; I = NadD inh
> CC(C)=CCc1c([C@@H]2CCc3ccc(O)cc3O2)cc2c(c1O)OC(C)(C)C=C2
  A: 0	B: i	C: 4	D: 2	E: 12	F: 3	G: i	H: 6	I: 8
> C=CCN(c1ccccc1Cl)S(=O)(=O)c1cccc(C(=O)OCC(=O)N(C)C2CCS(=O)(=O)C2)c1 (centres undefined)
  A: -9	B: i	C: -3	D: -5	E: 0	F: -1	G: i	H: -4	I: -1
> COC(=O)c1cn(CC(=O)NCc2ccco2)c2ccccc12
  A: -2	B: i	C: -5	D: 9	E: 2	F: -5	G: i	H: -4	I: -3
> CC1(C)CC(=O)c2c(nn(-c3ccccc3)c2-c2ccncc2)C1
  A: -3	B: i	C: 1	D: -3	E: 4	F: -3	G: i	H: -4	I: 2
> COc1cccc(CNc2ncn[nH]2)c1OCc1ccc(F)cc1
  A: 8	B: i	C: 2	D: 4	E: 5	F: -3	G: i	H: -13	I: -4
> c1ccc(COC2CCCN(Cc3nc(Cc4ccccc4)no3)C2)cc1 (centres undefined)
  A: 2	B: i	C: 2	D: 2	E: 2	F: 2	G: i	H: 6	I: -4
> O=C(OCc1cc([N+](=O)[O-])cc2c1OCOC2)c1ccc2ccccc2n1
  A: 3	B: i	C: -7	D: 4	E: -3	F: -3	G: i	H: 14	I: -3
> O=S1(=O)CCC(N=Cc2ccc(-c3ccc(Cl)cc3)o2)C1 (centres undefined)
  A: -9	B: i	C: 10	D: 8	E: 0	F: -1	G: i	H: -4	I: -2
> CCOC(=O)[C@@H]1[C@H]2COc3cc(OC)ccc3[C@H]2N2C(=O)N(c3ccc(F)cc3)C(=O)[C@@]12C
  A: -5	B: i	C: 8	D: 1	E: -2	F: 6	G: i	H: 28	I: -3
> COc1cc(CNCCCN2CCOCC2)cc(Cl)c1OCC(=O)NC(C)(C)C
  A: -7	B: i	C: 9	D: 3	E: 5	F: 4	G: i	H: -4	I: -8
> CC(=O)Nc1ccc(NC(=O)c2nc(S(=O)(=O)Cc3cccc(C)c3)ncc2Cl)cc1
  A: 18	B: i	C: -8	D: 1	E: -4	F: -2	G: i	H: 27	I: 1
> CN(C)C1CCCCC=CC(=O)NC1 (centres undefined)
  A: 1	B: i	C: 10	D: -2	E: -3	F: -1	G: i	H: -4	I: -5
> CCn1c(Cn2nnc(-c3ccccc3)n2)nnc1SCC(=O)Nc1ccccc1
  A: 1	B: i	C: -3	D: -2	E: 3	F: 4	G: i	H: -8	I: -6
> CCN1CCN(c2cc(C)c3cc(NC(=S)N4CCC5(CC4)OCCO5)ccc3n2)CC1
  A: -55	B: i	C: 11	D: 1	E: -1	F: -4	G: i	H: -1	I: -4
> Cc1cc(C)n(C(=O)c2cc3ccccc3c(=O)o2)n1
  A: 6	B: i	C: 3	D: 4	E: 5	F: 2	G: i	H: -10	I: -5
> CC(=O)c1ccc(NC(=O)COC(=O)/C=C/c2cccs2)cc1
  A: -1	B: i	C: 0	D: -5	E: -3	F: 0	G: i	H: 0	I: -9
> COc1cccc(Nc2nnc(SCC(=O)N3CC(=O)Nc4ccccc43)s2)c1
  A: -24	B: i	C: 16	D: 7	E: -3	F: 1	G: i	H: 8	I: 5
> O=[N+]([O-])c1ccccc1S(=O)(=O)N1CCN(CC2CC=CCC2)CC1 (centres undefined)
  A: -5	B: i	C: 11	D: -17	E: 0	F: 2	G: i	H: 29	I: -1
> COc1c2c(cc3oc(C)cc(=O)c13)OC(C(C)(C)OC1OC(CO)C(O)C(O)C1O)C2 (centres undefined)
  A: -8	B: i	C: -6	D: -8	E: 0	F: 6	G: i	H: -15	I: -3
> COc1cccc(Cn2c(OCC3CCCO3)nc3c2c(=O)n(C)c(=O)n3C)c1 (centres undefined)
  A: -3	B: i	C: 5	D: 3	E: -1	F: 2	G: i	H: -4	I: -2
> Cc1cccc(C)c1OCc1nnc(SCC(=O)Nc2nccs2)o1
  A: -5	B: i	C: 4	D: -6	E: 2	F: -1	G: i	H: 1	I: 6
> CCOc1ccc(CCNC(=O)c2nnn(CC(=O)Nc3ccc(C)cc3)c2N)cc1OCC
  A: -8	B: i	C: 5	D: 1	E: -1	F: 2	G: +	H: -15	I: 5
> CCOC(=O)c1ccc(NC(=O)C2CCCN(c3cnccn3)C2)cc1 (centres undefined)
  A: 9	B: i	C: 10	D: -2	E: -1	F: -2	G: i	H: -2	I: -1
> O=c1c2cc(N3CCOCC3)ccc2[nH]c(=S)n1Cc1ccccn1
  A: -28	B: nt	C: 4	D: 5	E: 3	F: -1	G: i	H: -7	I: 3
> COc1ccc(C(=O)NCc2cccnc2)cc1S(=O)(=O)N1CCCc2ccccc21
  A: 4	B: i	C: -5	D: -1	E: -2	F: -3	G: i	H: 1	I: 0
> CC(C)OC(=O)CSc1nnnn1-c1ccc2c(c1)OCCO2
  A: -9	B: i	C: 45*	D: 0	E: 2	F: 0	G: i	H: -2	I: -5
> Cc1ccc(NC(=O)CCC(=O)N/N=C/C=C/c2ccccc2)cc1
  A: 13	B: i	C: 4	D: 7	E: -2	F: -1	G: i	H: -6	I: 3
> Cc1nn(C)c(C)c1S(=O)(=O)N(CC(=O)N1CCc2ccccc2C1)c1ccc(C(C)C)cc1
  A: 5	B: i	C: -2	D: -3	E: -3	F: -2	G: i	H: 23	I: -4
> CCNC(=O)COc1ccc(CC)cc1
  A: 15	B: i	C: 10	D: -5	E: -1	F: 2	G: i	H: -10	I: 0
> C=CCn1c(SCc2csc(C)n2)nc2sc3c(c2c1=O)CCC(C)C3 (centres undefined)
  A: -2	B: i	C: -6	D: 1	E: 1	F: 2	G: i	H: 20	I: 15

Given as a markdown table: entries from further up
| molecule | PABP1 MLLE inh | Neddyl block | SKN-1 inh | CSN deneddyl inh | MT1-MMP act inh | Rin1 Abl inh | Rpn11 block | FAS-TE inh | NadD inh |
| --- | --- | --- | --- | --- | --- | --- | --- | --- | --- |
| COc1cccc(Cn2c(OCC3CCCO3)nc3c2c(=O)n(C)c(=O)n3C)c1 (centres undefined) | -3 | i | 5 | 3 | -1 | 2 | i | -4 | -2 |
| Cc1cccc(C)c1OCc1nnc(SCC(=O)Nc2nccs2)o1 | -5 | i | 4 | -6 | 2 | -1 | i | 1 | 6 |
| CCOc1ccc(CCNC(=O)c2nnn(CC(=O)Nc3ccc(C)cc3)c2N)cc1OCC | -8 | i | 5 | 1 | -1 | 2 | + | -15 | 5 |
| CCOC(=O)c1ccc(NC(=O)C2CCCN(c3cnccn3)C2)cc1 (centres undefined) | 9 | i | 10 | -2 | -1 | -2 | i | -2 | -1 |

Next section
Short keys: A = PABP1 MLLE inh; B = Neddyl block; C = SKN-1 inh; D = CSN deneddyl inh; E = MT1-MMP act inh; F = Rin1 Abl inh; G = Rpn11 block; H = FAS-TE inh; I = NadD inh
> Fc1cccc(Cl)c1CNCc1ccccc1Cl
  A: 3	B: i	C: 9	D: 2	E: 0	F: -2	G: i	H: 1	I: 0
> COc1cccc(N(Cc2nnc3n2CCCCC3)C(=O)Nc2ccccc2)c1
  A: -4	B: i	C: 10	D: -4	E: 2	F: -2	G: i	H: -4	I: 1
> COc1ccc(C2OC(CCc3ccccc3)CC3=C2C(=O)OC(C)(C)O3)cc1 (centres undefined)
  A: -15	B: i	C: -2	D: 9	E: -3	F: 6	G: i	H: 19	I: -8
> S=C(Nc1ccc(Br)cc1Cl)N1CCCC1
  A: -101	B: i	C: 1	D: 1	E: 1	F: 2	G: i	H: -4	I: -1
> Cc1ccc2cc(CN(Cc3cccs3)Cc3nnnn3CC3CCCO3)c(=O)[nH]c2c1C (centres undefined)
  A: -9	B: i	C: 3	D: 5	E: -3	F: 2	G: i	H: 7	I: 3
> O=C(NCC1COCCO1)c1cc(COc2c(F)cccc2F)on1 (centres undefined)
  A: -13	B: i	C: -18	D: 0	E: 1	F: -2	G: i	H: -6	I: -7
> O=C(COC(=O)c1cncc(Br)c1)NCc1ccc(Cl)cc1
  A: -12	B: i	C: -12	D: -4	E: -3	F: -2	G: i	H: 1	I: -3
> CCOC(=O)C1CCCN(C(=O)CCc2ccccc2)C1 (centres undefined)
  A: -8	B: i	C: 5	D: -1	E: 3	F: 2	G: i	H: -6	I: 1
> O=C(O)c1ccc(/C=N/Nc2ccc(Cl)nn2)cc1
  A: -11	B: i	C: 19	D: 0	E: 1	F: -2	G: i	H: -2	I: -3
> CN(C)c1nc(NC(C)(C)C)nc(NC(C)(C)C)n1
  A: -4	B: i	C: 1	D: -9	E: -10	F: -1	G: i	H: -6	I: -9
> CC(C)(C)NC(=O)NC(=O)CN1CCc2ccccc21
  A: -1	B: i	C: 5	D: -1	E: 0	F: 3	G: i	H: 0	I: 1
> NC(=O)c1ccc(NC(=O)COC(=O)c2cccc(Oc3ccccc3)c2)cc1
  A: -50	B: i	C: -3	D: 2	E: 4	F: -1	G: i	H: 19	I: 0
> c1nnc2c3c4c(sc3ncn12)CCC4
  A: 11	B: i	C: 8	D: 5	E: -14	F: -1	G: i	H: -7	I: -3
> CCOC(=O)C1CCN(Cc2ccc(-c3ccccc3)cc2)CC1
  A: 8	B: i	C: -24	D: 0	E: 2	F: 2	G: i	H: -1	I: -3
> CC1=C(Nc2ccc(C(=O)O)cc2)C(=O)c2ccccc2C1=O
  A: 11	B: i	C: 14	D: 3	E: 5	F: 1	G: i	H: -2	I: -4
> CCC(C)c1ccccc1NC(=O)c1cc2cccc([N+](=O)[O-])c2[nH]1 (centres undefined)
  A: 0	B: i	C: 1	D: 1	E: -3	F: 2	G: i	H: 36	I: 4
> CC(=O)N/N=C/c1cc(C)n(-c2ccc(Br)cc2)c1C
  A: -2	B: i	C: 27	D: 0	E: -2	F: 1	G: i	H: -2	I: -6
> COc1ccc2sc(-c3ccccc3OC)c(-c3ccc(OC)c(F)c3)c2c1
  A: 0	B: i	C: 5	D: 3	E: 0	F: -1	G: i	H: 28	I: -16
> CCN1CCN(c2nc(-c3ccccc3)nc3ccccc23)CC1
  A: -3	B: i	C: 15	D: -15	E: -5	F: -2	G: i	H: -6	I: -2
> Cc1ccc(Cl)cc1NC(=O)COC(=O)C1CCCCC1
  A: 2	B: i	C: -1	D: 6	E: 8	F: 2	G: i	H: 10	I: -1
> COc1ccccc1CCNC(=O)CCSc1nc(-c2ccco2)cc(C(F)(F)F)n1
  A: -6	B: i	C: -6	D: -2	E: -9	F: 2	G: i	H: 18	I: 1

Screening data: PubChem BioAssay, several laboratories
